IMPase Li cell = membrane-permeable IMPase blocker, potentiated with lithium; actives 0.35% (n = 210,000); Potency, µM (titrated, usually from 59.4 µM), without a hit: top-dose activity, negative = IMPase inhibition, hits mostly inhibitors; CHO-M1 cells, IP1 TR-FRET (IP-One), carbachol + lithium;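 further: IP1 builds up when IMPase is blocked and the TR-FRET signal falls; potency means the concentration at half of the fitted maximal effect; plate controls were basal vehicle for no effect and high inhibitor control for full effect; nearly all actives have a fitted effect of over 50% in size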
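Test compounds were applied to CHO-M1 cells previously cultured for 16–30 h at 2000 per well. A small lithium amount accompanied them; after 30 min at 37C, IP1 was quantified by TR-FRET.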
LMNA splice mod = changes lamin A minigene splicing in HeLa cells; actives 0.01% (n = 200,000); AID 1487; HeLa LMNA splicing GFP/RFP minigene ratio, 48 h; Potency, µM (top dose mostly 46.1 µM), without a hit: at the top dose ratio change, negative = inhibition, usual class: inhibitors; active means well fitted inhibition curve with a large enough effect in the signal ratio, with a control signal flat, not every such curve was filed as active; inconclusive means small, poorly fitted or top-dose-only effect, or effect the other way, or a change in a side signal; the % refers to the signal ratio; further: potency means the concentration at half of the fitted maximal effect; on the % scale 0 is the no-effect control and ±100 the full control effect
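S3 HeLa stable clones carrying a lamin A-EGFP splicing minigene plus DsRed2 were seeded at 600 cells/well in Opti-MEM with 2% FBS, pin-dosed and incubated 48 h at 37°C. Acumen cytometry (488 nm) gave the GFP/RFP total-intensity ratio.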
NPSR antagonist = blocks cAMP signaling of the human neuropeptide S receptor | Q6W5P4 | CHO-NPSR cells, cAMP TR-FRET, antagonist mode | Potency, µM (titrated, usually from 38.3 µM), inactives show top-dose activity change, negative = inhibition, most hits filed as inhibitors | actives 1% (n = 220,000); further: potency means the concentration at half of the fitted maximal effect; on the % scale 0 is the no-effect control and ±100 the full control effect; nearly all actives have a fitted effect of over 50% in size; many of its hits are not listed in these tables
KinaseGlo FLuc = Kinase-Glo luciferase inhibition (counter-screen). Q27757. Kinase-Glo luciferase, ATP luminescence, 8 min. Potency, µM (top dose mostly 38.3 µM), for inactives: top-dose activity change, negative = inhibition, actives largely listed as inhibitors. actives 0.28% (n = 200,000). AID 1379; further: potency means the concentration at half of the fitted maximal effect; on the % scale 0 is the no-effect control and ±100 the full control effect; nearly all actives have a fitted effect of over 60% in size
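Compounds were added to a substrate mix at pH 7.2 (50 mM imidazole, 10 uM ATP, within the enzyme's linear range), followed by Kinase-Glo detection reagent; luminescence was measured after 8 minutes at ambient temperature.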
Epigenetic reg = regulators of epigenetic silencing causing reporter derepression in mouse cells; actives 0.2% (n = 280,000); AID 1865; murine LDR cells, GFP reporter derepression, 30 h; Potency, µM (titrated, usually from 53.9 µM), for the others: top-dose GFP activation, most hits filed as activators; further: potency means the concentration at half of the fitted maximal effect; % of control where 0% means no effect; nearly all actives have a fitted effect of over 60% in size
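Murine LDR cells carrying a silenced, genomically integrated CMV-driven GFP reporter were exposed to compound for 30 hours at 37 C. After PBS washes, GFP-positive cells (20–120 um objects) were counted by laser-scanning microplate cytometry.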
CBFb RUNX1 block = blocks binding between human CBF-beta and RUNX1. Q01196+Q13951. AlphaScreen CBFb-His/RUNX1-biotin binding, biochemical. Potency, µM (titrated, usually from 59.8 µM), for inactives: top-dose activity, negative = inhibition, hits mostly inhibitors. 230,000 tested, under 10 active. AID 1477; further: % of control where 0% means no effect
Target sequence (Q01196 whole entry, looked up): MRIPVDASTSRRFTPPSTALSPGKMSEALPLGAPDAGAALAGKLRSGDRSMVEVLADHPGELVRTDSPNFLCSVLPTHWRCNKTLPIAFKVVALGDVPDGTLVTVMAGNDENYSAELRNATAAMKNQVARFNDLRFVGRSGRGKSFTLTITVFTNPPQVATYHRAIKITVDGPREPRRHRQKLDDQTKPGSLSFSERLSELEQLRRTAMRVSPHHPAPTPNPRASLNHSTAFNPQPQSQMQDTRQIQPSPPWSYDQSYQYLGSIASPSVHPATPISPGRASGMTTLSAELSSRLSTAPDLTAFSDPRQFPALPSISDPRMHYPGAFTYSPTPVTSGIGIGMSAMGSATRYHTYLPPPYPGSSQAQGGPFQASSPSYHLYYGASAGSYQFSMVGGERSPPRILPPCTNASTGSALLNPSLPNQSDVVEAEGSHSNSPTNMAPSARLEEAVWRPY
Target sequence (Q13951 whole entry, looked up): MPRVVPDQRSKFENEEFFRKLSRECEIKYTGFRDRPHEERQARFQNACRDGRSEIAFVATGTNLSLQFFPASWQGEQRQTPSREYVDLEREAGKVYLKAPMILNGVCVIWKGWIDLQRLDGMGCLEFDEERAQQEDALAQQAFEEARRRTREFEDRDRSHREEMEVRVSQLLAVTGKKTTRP
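AlphaScreen binding: CBFb-His and RUNX1-biotin (30 nM each) preincubated 20 min, compound added for 15 min, then nickel and streptavidin beads for 90 min, all at room temperature. Disruption of the interaction by any mechanism counts as activity.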
aGal spleen mod = alpha-galactosidase A (human) modulation. P06280. human spleen homogenate, 4MU-alpha-Gal fluorescence, 40 min. Potency, µM (titrated, usually from 80 µM), for inactives: at the highest dose activity change, negative = inhibition, hits mostly inhibitors. actives 0.008% (n = 240,000). AID 2107;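 further: potency means the concentration at half of the fitted maximal effect; 0% = enzyme with vehicle and -100% = no enzyme basal signal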
Target sequence (P06280 32-429 limits assumed): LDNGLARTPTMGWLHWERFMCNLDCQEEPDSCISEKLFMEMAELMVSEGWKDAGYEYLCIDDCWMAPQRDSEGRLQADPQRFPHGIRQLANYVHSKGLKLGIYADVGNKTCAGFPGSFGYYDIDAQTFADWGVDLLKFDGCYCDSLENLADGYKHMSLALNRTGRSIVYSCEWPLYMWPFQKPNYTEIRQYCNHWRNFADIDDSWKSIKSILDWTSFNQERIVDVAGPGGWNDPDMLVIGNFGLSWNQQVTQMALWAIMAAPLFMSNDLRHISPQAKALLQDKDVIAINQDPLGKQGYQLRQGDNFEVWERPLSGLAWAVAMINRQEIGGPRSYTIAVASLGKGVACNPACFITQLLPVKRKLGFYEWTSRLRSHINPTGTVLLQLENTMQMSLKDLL
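Human spleen homogenate (1 ug) was the enzyme source, with 4-methylumbelliferyl-alpha-D-galactopyranoside (1 mM final) in pH 5.0 citrate buffer with 0.01% Tween-20. Compounds were titrated; after 40 min at 37C, NaOH/glycine stop, 4-MU fluorescence read; AC50 from Hill fits.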
An asterisk follows results filed as active; u = inconclusive; x = no result given; & = joins results of further samples; [ ] = dose if it differs, or a comment. Unless noted, the call rests on the fitted dose curve; in most records, active means well fitted curve in the direction sought with a large enough effect; inconclusive means small, poorly fitted or top-dose-only effect, or another doubt; inactive means no such curve, though single readings can be large; an effect the other way counts as inactive or inconclusive. Some of the compounds tested; count on the stated rates, not on these rows.

SMILES	IMPase Li cell	LMNA splice mod	NPSR antagonist	KinaseGlo FLuc	Epigenetic reg	CBFb RUNX1 block	aGal spleen mod
CCCS(=O)(=O)N1CCCC(C(=O)N2CCOCC2)C1 (stereo not given)	1%[38.3 µM]	14%	1%[46.1 µM]	0%	-1.1%	-3%	-1%
OCC1(CCc2ccccc2)CCN(Cc2cccn2-c2cccnc2)CC1	10%	-7%[46 µM]	-12%	3%	-3.1%	-2%	9%
CCC(C)(C(=O)NC1CCCC1)N(C(=O)CNC(C)=O)c1ccccc1 (stereo not given)	9%[38.3 µM]	1%	0%[46.1 µM]	-4%	-0.9%	-2%	19%
CCN(CC)C(=O)C(C)OC(=O)COc1ccc(Cl)cc1C (stereo not given)	-5%[38.3 µM]	4%	6%[46.1 µM]	-4%	-0.5%	7%	7%
Cc1ccc(Nc2nc(-c3sc(NC(=O)c4ccco4)nc3C)cs2)cc1	-3%	23%	-12%[46.1 µM]	0%	-0.9%	-13%	0%
COc1ccc2c(c1)sc(N)[n+]2Cc1cc(C)cc2cccnc12	19%	u	17%	1%	3.0%	-7%	-6%
Cc1ccc(NC(=O)c2cc(S(=O)(=O)NCCc3ccccc3)ccc2F)cc1Cl	-3%	u	-18%[46.1 µM]	4%	0.0%	4%	-5%
COC(=O)c1cc2sccc2n1Cc1nc(-c2cccc(Cl)c2)oc1C	10%[38.3 µM]	-5%	-6%[46.1 µM]	-5%	0.0%&-2.4%	-1%	8%
COc1cc(S(=O)(=O)N2CCC(N3CCCCC3)CC2)ccc1-n1cnnn1	10%[38.3 µM]	7%	-7%[46.1 µM]	0%	0.0%	-12%	0%
COCCNC(=S)NC1CC2CCCC(C1)N2Cc1ccco1 (stereo not given)	27%[38.3 µM]	6%	-1%[46.1 µM]	-5%	-2.0%	2%	-13%
CCS(=O)(=O)N1CCN(c2ccc([N+](=O)[O-])c(NCC3CCCO3)c2)CC1 (stereo not given)	3%	x	17%	4%	-4.3%	-2%	4%
COc1ccc(C(=O)N/N=C(\C)Cn2cnc([N+](=O)[O-])n2)cc1	-8%	-2%	12%	-4%	-0.9%	7%	4%
N#Cc1c(NC(=O)CSc2nc3ccccc3c(=O)n2Cc2ccco2)sc2c1CCCC2	-3%[38.3 µM]	-17%	-11%[46.1 µM]	-1%	-1.6%	0%	7%
Cc1nn(CC(=O)NCc2ccccc2)c(=O)c2ccccc12	-6%[38.3 µM]	2%	-10%[46.1 µM]	11%	0.0%	3%	1%
CCOc1ccc(N2C(=O)CC(N(Cc3ccco3)C(=O)CCC(=O)O)C2=O)cc1 (stereo not given)	3%	-4%[46 µM]	-7%	2%	-1.1%	1%	6%
Cc1[nH]c(=O)[nH]c(=O)c1S(=O)(=O)N1CCN(c2cccc(Cl)c2)CC1	-19%[38.3 µM]	u	12%[7.67 µM]	-1%	0.6%&-0.2%	0%	-6%
COC(=O)c1ccc(C(=O)OC)c(NC(=O)C2CC2)c1	-5%	3%	16%	-1%	0.0%	4%	0%
S=C(c1ccc(-c2ccc(Cl)cc2Cl)o1)N1CCCC1	x	x	37%	x	u	-1%	7%
CCOC(=O)c1cc(NC(=O)Nc2ccccn2)c(C)nc1C	-2%	8%[9.22 µM]	16%	0%	-3.1%	4%	-4%
O=C1CC(c2ccc(F)cc2)Cc2nc(N3CCN(c4ccccc4)CC3)ncc21 (stereo not given)	22%[38.3 µM]	-5%	-7%[46.1 µM]	0%	-1.0%	-6%	-9%
C=C1CC[C@H](O)C/C1=C/C=C1\CCC[C@]2(C)[C@@H]([C@H](C)CC[C@@H](O)C(C)(C)O)CC[C@@H]12	2%	x	x	0%	-0.3%	-4%	-8%
O=C(Nc1nc2ccccc2n1CCN1CCOCC1)c1ccc(COc2ccccc2Br)o1	30%[activator]	u	-28%	-2%	-0.6%	-12%	2%
Cc1ccc(CSc2nnc(-c3cccs3)n2C)cc1	5%	-16%	-28%[46.1 µM]	-1%	0.1%	1%	-7%
C#CCOCCOCCOCCNc1nc(N2CCN(C(=O)[C@H]([C@@H](C)CC)n3cc([C@@H](N)Cc4ccc(O)cc4)nn3)CC2)nc(N2CCN(C(=O)[C@H]([C@@H](C)CC)n3cc([C@@H](N)Cc4ccc(O)cc4)nn3)CC2)n1	-1%	x	-32%	x	0.4%	11%	3%
CC1(C)CCc2c([nH]c3ccccc3c2=O)O1	x	15%[46 µM]	-13%	-1%	-6.5%	17%	-12%
O=C(NCCN1CCOCC1)C1CCN(S(=O)(=O)N2CCCC2)CC1	-3%	x	16%	12%	-1.5%	9%	6%
CC(=O)N1C(=O)/C(=C2\SC(=S)N(NS(=O)(=O)c3ccc(C)cc3)C2=O)c2ccccc21	2%	-3%[46 µM]	23%	-3%	0.1%	2%	-3%
CSc1nc2cc3c(cc2n1C(=O)c1ccc(C)cc1)OCCO3	4%[38.3 µM]	3%	6%[46.1 µM]	-1%	1.0%	2%	0%
COCCN=C1Sc2nc3ccc(C)cc3cc2CN1Cc1cccs1	13%	8%[46 µM]	54%	-1%	1.7%	-6%	-4%
COc1ccc(C(=O)N2CC3(CC(c4cccc(NC(=O)CC(c5ccccc5)c5ccccc5)c4)=NO3)C[C@H]2C(N)=O)cc1 (stereo not given in full)	x	x	1%	x	3.0%	-6%	-16%
Cc1c(NC(=O)C2Cc3ccccc3CN2C(=O)c2ccco2)c(=O)n(-c2ccccc2)n1C (stereo not given)	-3%[38.3 µM]	6%	-6%[46.1 µM]	-4%	1.6%	-1%	9%
CC(=O)Oc1ccc(-c2cccc(C(=O)NCCO)c2)cc1	4%	7%[9.22 µM]	6%	-1%	-0.2%	6%	1%
Cc1ccc(OCCOCCn2cnc3ccccc3c2=O)c([N+](=O)[O-])c1	12%	u	11%	0%	2.2%	-8%	-7%
COc1ccc(/C=N/OC/C(O)=C(\C#N)c2nc3ccccc3[nH]2)cc1	2%[38.3 µM]	1%	-4%[46.1 µM]	-6%	1.0%	1%	2%
COc1ccc(Nc2nc3ccccc3nc2NS(=O)(=O)c2cccs2)c(OC)c1	x	x	-26%	x	-0.9%	3%	1%
CCN(CC)CCN(Cc1cc2ccc(C)c(C)c2[nH]c1=O)C(=S)NCc1ccco1	20%	x	28%	-1%	-10%	-1%	-2%
Cc1cccc(OCc2nnc(SCC(=O)N(C(C)C)C(C)C)n2Cc2ccco2)c1C	2%[38.3 µM]	u	-30%[46.1 µM]	-1%	-0.8%	-3%	6%
COc1ccc(-c2cn3cc(C)ccc3n2)cc1OC	14%[38.3 µM]	18%	-2%[46.1 µM]	u	0.1%	6%	6%
Fc1ccc(C2=CC(c3ccco3)n3nnnc3N2)cc1 (stereo not given)	x	x	6%	x	-3.9%	-7%	5%
O=C(COC(=O)CNC(=O)c1cccc([N+](=O)[O-])c1)Nc1nc2ccccc2s1	7%	3%	-7%	-1%	-0.9%	-3%	-7%
CCCOc1ccc(C(C)=O)cc1CC(C(=O)OCC)C(=O)OCC	-1%[38.3 µM]	10%[0.0737 µM]	-14%[46.1 µM]	-1%	-0.9%	9%	17%
COc1ccc(-n2cnc3cc(NC(=O)c4ccco4)ccc32)cc1	9%[38.3 µM]	22%	-8%[46.1 µM]	-3%	0.2%	-1%	9%
O=C(COc1ccc([N+](=O)[O-])cc1)Nc1nnc(-c2cccnc2)s1	x	14%[46 µM]	5%	x	2.1%	u	3%
CC(=O)N(C)c1ccc(NC(=O)C(F)(F)F)cc1	4%	-11%	9%	0%	-1.0%	-1%	-7%
COc1ccc(Cc2c(O)nc(SCC(=O)c3ccc(OC)cc3)[nH]c2=O)cc1	5%	u	-3%	1%	-2.8%	2%	5%
CCOC(=O)c1cnc(-c2ccccc2)nc1-c1ccccc1	28%	u	-40%	0%	1.8%	u	2%
CC(C)OC(=O)C1C(=O)CC(C)(O)C(C(=O)OC(C)C)C1c1ccccc1 (stereo not given)	11%	x	-17%	-2%	-0.2%	-8%	-2%
CCOC(=O)CC1C(=O)NCCN1C(=O)c1cccc(C(F)(F)F)c1 (stereo not given)	-5%[38.3 µM]	-2%	6%[46.1 µM]	0%	-0.9%	-1%	12%
CCN(CC)S(=O)(=O)c1cccc(-c2nnc(SCC(N)=O)n2N)c1	x	x	16%	x	2.8%	5%	-5%
O=C(CSc1ccsc1[N+](=O)[O-])Nc1cc(F)ccc1F	9%	x	-18%	3%	0.0%	2%	-4%
CCc1nnc(NC(=O)C2(C)COC(c3ccc(OC)cc3)OC2)s1 (stereo not given)	-16%	x	8%	3%	-0.2%	-4%	-3%
Cc1cc(C)nc(N(C#N)Cc2ccc(Br)cc2)n1	6%[38.3 µM]	4%	-21%[46.1 µM]	2%	-2.1%	-17%	0%
Nn1c(SCc2ccccn2)nncc1=O	1%	x	25%	1%	-1.2%	-12%	3%
Cc1ccc(N=CC2=C(O)CC(C)(C)CC2=O)nc1	18%[38.3 µM]	3%	-1%[46.1 µM]	-2%	2.0%	6%	7%
CN1CCN(c2nc3c(c(=O)n(C)c(=O)n3C)n2CCSc2nc3ccccc3s2)CC1	-7%	x	u	x	-0.1%	13%	7%
CN(C)S(=O)(=O)c1ccc(NC(=O)C2COc3ccccc3O2)cc1 (stereo not given)	25%	u	-7%[46.1 µM]	-2%	-1.0%	-1%	-4%
COc1cccc(-n2c(SCC#N)nnc2-c2cnccn2)c1	-10%[38.3 µM]	1%	-8%[46.1 µM]	2%	0.7%	0%	5%
Cc1nc2ccccn2c1P(=Nc1ccccc1)(N(C)C)N(C)C	7%[38.3 µM]	5%	-10%[46.1 µM]	8%	-1.5%	0%	-2%
COc1ccc(Oc2ccc(C(F)(F)F)cc2NC(=O)c2ccc(F)cc2)cc1	x	x	-44%	x	-0.5%	25%	-9%

Complete entries as entered above. Screens in order: IMPase Li cell | LMNA splice mod | NPSR antagonist | KinaseGlo FLuc | Epigenetic reg | CBFb RUNX1 block | aGal spleen mod
CCc1nnc(NC(=O)C2(C)COC(c3ccc(OC)cc3)OC2)s1 (stereo not given) is listed with -16% | x | 8% | 3% | -0.2% | -4% | -3%
COc1cc(S(=O)(=O)N2CCC(N3CCCCC3)CC2)ccc1-n1cnnn1 is listed with 10%[38.3 µM] | 7% | -7%[46.1 µM] | 0% | 0.0% | -12% | 0%
COc1ccc(C(=O)N/N=C(\C)Cn2cnc([N+](=O)[O-])n2)cc1 is listed with -8% | -2% | 12% | -4% | -0.9% | 7% | 4%
